HIF-2a inh = inhibitors of HIF-2a; AID 624352; 360,000 tested, 0.72% active; inhibition, % at 18.8 µM; 786-0 RCC cells HIF-2a reporter, luciferase luminescence, overnight;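 active means inhibition of the luminescence signal of 40% or more relative to plate controls, in a single-dose primary screen at 18.75 µM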
MITF TRPM1 inh = inhibitors of MITF-driven TRPM1 promoter in melanoma cells. SK-MEL-5 TRPM1 promoter luciferase, 24 h. inhibition, % at 12.5 µM. 330,000 tested, 0.83% active. AID 488899;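 active means mean inhibition across replicates of 60% or more, whatever share of single replicates reaches that level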; further: values of inactives mirror those of a sister screen read the other way
NR2E3 ag-1 = activates human photoreceptor nuclear receptor NR2E3 | AID 2300 | Q9Y5X4 | inhibition of corepressor binding, % at 4.78 µM | 320,000 tested, 0.12% active | GST-NR2E3/biotin-RetCOR TR-FRET, 1536-well;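 active means percent inhibition above the cutoff of mean plus 3 SD of all tested compounds, set per screening campaign, cut at about 20% in these data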;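 further: 0% = DMSO wells and 100% = biotin wells as full block of FRET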
Target sequence (Q9Y5X4 whole entry, looked up): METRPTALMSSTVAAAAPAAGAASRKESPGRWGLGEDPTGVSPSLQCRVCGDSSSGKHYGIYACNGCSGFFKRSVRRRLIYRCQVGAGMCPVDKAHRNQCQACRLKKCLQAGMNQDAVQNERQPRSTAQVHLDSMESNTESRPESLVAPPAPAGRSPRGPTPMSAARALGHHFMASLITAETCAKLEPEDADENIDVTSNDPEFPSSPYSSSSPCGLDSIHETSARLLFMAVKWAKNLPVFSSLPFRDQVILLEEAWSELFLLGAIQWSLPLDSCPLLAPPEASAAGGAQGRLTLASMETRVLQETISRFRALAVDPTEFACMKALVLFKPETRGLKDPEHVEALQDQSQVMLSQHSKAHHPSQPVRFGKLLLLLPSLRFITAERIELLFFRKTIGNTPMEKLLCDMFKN
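Test system – NR2E3–RetCOR corepressor complex · Quantity – NR2E3 fusion 1.35 nM · Buffer or medium – Tris pH 7.5 · Incubation – Compound–protein incubation for 5 h at 4 °C · Technique – TR-FRET, Eu(K)-anti-GST donor, streptavidin-D2 acceptor, ex 340, em 617/671 nm · Evaluation – percent inhibition of 671/617 nm emission ratio versus biotin and DMSO controls · Plate – 1536-well format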
Peg3 promoter = Peg3 promoter activity inhibition; HeLa PEG-Prom luciferase reporter, luminescence, overnight; inhibition, % at 20 µM; 360,000 tested, 1.7% active; AID 588405;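 active means inhibition of at least 50% at 20 µM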
C8 TRAIL sens = sensitizes caspase-8 expressing cells to TRAIL; NB7+C8 cells + TRAIL, ATPlite viability luminescence; inhibition (viability loss, TRAIL sensitization), % at 10 µM; 360,000 tested, 1% active; AID 624354;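 active means compounds causing at least 50% loss of cell viability in the single-dose screen, relative to plate controls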
KKLEB cytotox = reduces viability of KKLEB cystic fibrosis airway cells; 360,000 tested, 0.36% active; KKLEB CF airway cells viability, ATPlite luminescence, overnight; stronger effect = lower value; cells stimulated with P. aeruginosa culture filtrate; activity change (cytotoxicity), % at 5 µM;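 active means corrected activity change at or below -50% at 5 µM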
CF NFkB inh = blocks PAF-induced NF-kB reporter in cystic fibrosis cells. KKLEB NF-kB-GFP reporter, GFP fluorescence overnight. inhibition, % at 5 µM. 360,000 tested, 0.86% active. AID 588850;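 active means at least 50% inhibition at 5 µM, scaled per plate between neutral and stimulator controls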;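 further: PAF is a Pseudomonas aeruginosa culture filtrate used as stimulus; plate controls were PAF-stimulated DMSO wells for no effect and unstimulated DMSO wells for full effect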
EBV LMP1 NFkB = reduces LMP1-driven NF-kappaB luciferase signal | inhibition, % at 12.5 µM | 350,000 tested, 0.69% active | LMP1-induced NF-kappaB luciferase reporter cells, luminescence; in the data active means inhibition above about 41%;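 further: 0% = neutral control wells and 100% = reference inhibitor control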
hiPSC survival = increases survival of single human iPS cells; hiPSC single-cell survival, ATPlite luminescence; 100% = ROCK inhibitor wells, 0% = DMSO; AID 602274; survival enhancement, % at 20 µM; 360,000 tested, 0.044% active; in the data active means survival enhancement above about 18%;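 further: cells exposed to compounds for 16 hours before the ATP read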
NR2E3 ag-2 = agonists of human NR2E3 nuclear receptor | CHO-S Gal4-NCOR/VP16-NR2E3 two-hybrid, luciferase | AID 602229 | inhibition of corepressor binding, % at 3.98 µM | 360,000 tested, 0.35% active | Q9Y5X4;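 active means inhibition above the mean of all tested compounds plus 3 SD, cut at about 70% in these data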;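 further: 0% = DMSO with NR2E3 transfected cells and 100% = cells lacking NR2E3 construct; higher means lower luciferase signal from less NR2E3 corepressor binding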
Shn3 3UTR inh = Schnurri-3 reporter inhibition in Clone20 osteoblasts | Clone20 osteoblast Shn3 3'UTR firefly luciferase, 24 h | inhibition, % at 12.5 µM | 360,000 tested, 0.52% active;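 active means mean inhibition of at least 75% with every replicate also reaching 75%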;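 further: 0% = median of neutral control wells and 100% = pilot-screen positive control compound; some compounds past the cut are filed as inactive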
Starred values were filed as active, the others as inactive; x = no result given. This is a subset (hit frequency here may not be typical).

Each structure is followed by: Peg3 promoter, MITF TRPM1 inh, EBV LMP1 NFkB, NR2E3 ag-2, C8 TRAIL sens, HIF-2a inh, KKLEB cytotox, NR2E3 ag-1, hiPSC survival, Shn3 3UTR inh, CF NFkB inh
> CCCC(C)NNC(=O)c1cc2ccccc2[nH]1 (stereo unspecified)
  -12.9, 5.8, -5.2, -25.1, -5.3, -60.2, 3.9, -0.1, 1.0, 8.9, 13.7
> CCC1CN(C(=O)NCc2ccccc2)c2cc(C)ccc2O1 (stereo unspecified)
  13.7, 9.3, -4.4, -0.2, -14.1, 15.3, 1.2, x, -0.7, -0.1, -3.9
> CCC1CCCCN1C(=O)CCCc1ccccc1 (stereo unspecified)
  -136.8, -64.9, -20.6, -27.0, 0.3, -140.9, -5.6, -2.5, -0.2, -53.8, 10.2
> Cc1ccc2c(c1)c(CC(=O)Nc1ccc(C)c(F)c1)c(C(=O)O)n2C
  22.0, 8.9, -3.4, 12.1, -15.9, 16.6, 6.1, 0.2, -0.2, 13.2, -4.9
> COc1cccc(C(=O)Cn2c(Br)nc3c2c(=O)n(C)c(=O)n3C)c1
  22.2, 21.8, -3.4, -4.4, 13.8, 9.7, 4.5, 1.7, 7.0, -1.9, -14.2
> O=C(Nc1nc2c(Cl)cccc2s1)c1ccc([N+](=O)[O-])o1
  -11.6, 5.2, -6.4, -25.2, 5.5, -154.0, 0.6, 0.1, -0.2, 6.3, -25.0
> CC(NC(=O)c1cc(-c2ccncc2)nc2ccc(Cl)cc12)C1CCCO1 (stereo unspecified)
  9.1, -3.4, 0.6, -4.3, 2.4, 19.4, 20.2, 2.3, -0.3, -2.5, -14.7
> NC(=O)CC(NC(=O)c1cccc(Br)c1)c1ccc(NC2CCCCCCC2)c([N+](=O)[O-])c1 (stereo unspecified)
  21.8, -4.1, 9.9, -28.7, 5.4, 10.4, -8.4, 2.0, -0.3, 43.6, 11.0
> O=C(COC(=O)CC1Sc2ccccc2NC1=O)NCc1ccccc1 (stereo unspecified)
  -16.6, -1.9, -8.2, 5.6, -13.7, -1.3, 3.4, -1.0, 0.1, 3.5, -25.0
> CCOC(=O)CN1C(=O)C(O)(CC(=O)c2ccc3c(c2)CCCC3)c2ccccc21 (stereo unspecified)
  13.7, 10.2, -6.4, -6.8, 2.7, 8.1, 1.1, -1.2, 0.6, 17.3, -8.0
> O=C(CC1SC(=O)N(Cc2ccccc2)C1=O)Nc1nccs1 (stereo unspecified)
  7.2, 1.9, -3.5, -17.2, -9.0, 10.2, 4.4, -0.5, 2.3, 12.4, 2.7
> C[C@H](NC(=O)c1[nH]cnc1C(=O)Nc1nccs1)c1ccccc1
  3.4, 9.0, -1.1, -6.0, -3.6, -7.1, 17.8, -1.5, 1.7, -5.6, -24.5
> O=C(Nc1c2c(nc3ccccc13)CCCC2)c1ccccc1F
  7.4, -1.4, 5.4, 13.9, -11.0, 9.7, -6.7, -1.7, 0.5, -26.6, 0.3
> COc1ccccc1OCCC(=O)O
  -7.8, -5.5, -0.7, -13.7, -12.5, 18.2, 1.3, 6.4, 0.2, 4.0, 19.8
> CCOC(=O)/C(C#N)=C/c1ccc(OCC(=O)Nc2ccc(C)c(C)c2)c(OC)c1
  -51.0, -41.5, -8.1, 1.5, -7.7, 6.8, -4.0, -1.3, 0.0, 2.8, 13.1
> CCc1ccc(NC(=O)CCNS(=O)(=O)c2cccs2)cc1
  -35.9, -7.7, -3.7, -14.5, -4.8, -73.8, 1.7, -0.4, -0.2, -24.1, -5.0
> CCOC(=O)C1CCCN(S(=O)(=O)c2ccc(NC(C)=O)cc2)C1 (stereo unspecified)
  6.4, -8.0, -17.0, -28.0, 7.7, 7.7, -1.5, -0.1, 0.4, 31.7, 3.6
> Fc1cccc(Cc2c(-c3ccccc3)nc3c(Cl)cc(C(F)(F)F)cn23)c1
  19.6, x, x, 2.2, 10.5, 7.0, -19.1, x, 2.1, 18.7, 1.0
> COc1cc(/C=N/NC(=O)COc2ccc(-n3cnnn3)cc2)ccc1OCC(N)=O
  4.3, -2.5, -2.4, 15.5, -4.0, 13.1, 0.5, -0.6, 0.9, -4.9, 2.5
> CCc1cc2c(=O)n(-c3ccccc3)c(SCC(N)=O)nc2s1
  2.0, 7.2, -2.1, -19.1, 2.1, 3.4, -0.4, 3.5, 0.2, 19.4, -18.5
> CC1(C)Oc2ccc(C(=O)N/N=C/c3ccc(O)cc3)cc2NC1=O
  13.3, 7.2, 3.1, -10.8, -16.2, 14.2, -7.8, -4.1, 0.6, -1.6, -2.7
> COc1ccc(C(=O)COC(=O)c2cccnc2SC)cc1
  -13.9, -6.3, -2.2, -18.9, 0.9, -31.3, 8.1, 2.0, -1.3, -24.2, 3.0
> Cc1cc(F)ccc1NC(=O)C1CCCO1 (stereo unspecified)
  6.6, -7.7, -1.3, -25.9, 3.4, 9.8, 4.2, -0.1, 0.0, -1.7, 4.9
> CC1CCCCC1NC(=O)COC(=O)c1c2c(nc3ccccc13)/C(=C\c1ccco1)CC2 (stereo unspecified)
  17.4, -10.8, -4.2, -48.8, -6.0, 11.2, -1.1, x, -0.2, -24.7, -5.8
> N#Cc1cc(NC2CCCC2)c([N+](=O)[O-])cc1C#N
  7.0, 15.3, -5.0, -7.1, 10.5, 31.7, 1.1, 1.1, 3.6, 14.6, -10.9
> CCOC(=O)N1CCN(Cc2nc3c(c(=O)n(C)c(=O)n3C)n2Cc2cccc(C)c2)CC1
  -3.6, 9.1, 0.6, -12.7, -2.6, 8.8, 10.4, 0.1, 0.0, 1.8, 5.3
> CNc1nc(Oc2cccc(NC(C)=O)c2)c2sccc2n1
  9.3, x, x, 30.2, 2.9, -3.6, -18.4, x, -0.3, 0.0, -3.3
> Cc1cccc(NS(=O)(=O)c2cccc(C(=O)NNC(=O)c3ccccc3O)c2)c1
  7.5, -4.5, 17.5, 11.6, 24.7, 5.1, -6.6, 3.7, 4.4, 57.0, -9.1
> CCOC(=O)CCCc1ccc(/C(C)=N/NC(=S)NC)cc1
  13.1, -20.7, -1.5, 7.8, -5.9, 19.1, 5.3, -0.2, -0.6, -8.2, -9.7
> CN(C1CCCCC1)S(=O)(=O)c1ccc(-n2cnnn2)cc1
  14.1, -2.7, -2.1, -2.9, -5.8, 8.6, 2.6, -0.7, -1.4, 18.2, 0.3
> C=CCOc1nc(N(C)C)nc(N(C)C)n1
  -0.9, -0.3, -1.1, -21.1, 5.3, 7.3, -0.1, 0.9, 3.0, 10.1, 7.0
> FCCCOc1ccc(-c2ccnc(-c3ccccc3)n2)cc1
  -193.9, -9.7, -18.9, -68.8, 8.9, -262.3, 1.2, -3.0, -0.5, -38.7, -13.8
> C/C(=N\NC(=O)CN(c1ccccc1)S(C)(=O)=O)c1ccccc1O
  15.1, 11.8, 19.7, -10.5, 4.7, 19.2, 6.3, 1.2, 0.1, 7.5, -2.7
> Cc1ccc(CN2CCN(Cc3ccc(O)cc3)CC2CCO)o1 (stereo unspecified)
  1.8, 4.8, -9.4, -28.8, 19.1, 13.9, 4.2, 1.4, 2.4, 4.6, 0.7
> COc1c(C(=O)NNC(=O)c2ccccc2Cl)csc1Br
  -204.3, -57.3, -13.4, -77.3, -10.8, -251.1, 7.6, 0.8, 0.5, -40.0, 4.8
> COC(=O)c1cc(S(=O)(=O)NCC2CCN(Cc3ccc(C)cc3)CC2)cn1C
  -8.8, -4.4, -9.6, -14.9, -4.9, 8.2, 10.8, 3.4, -0.4, -37.1, -4.9
> O=C1N[C@@H](Cc2ccccc2)C(=O)N2[C@@H]1C[C@@]1(Br)c3ccccc3N(S(=O)(=O)c3ccccc3)[C@@H]21
  7.4, 1.8, 1.6, 4.4, 2.4, 15.3, -8.5, 1.3, -1.8, 6.4, 3.7
> COCc1cc(/C=N\NC(=O)Cc2ccc(Cl)cc2)ccc1OC
  0.6, -15.3, 0.5, -12.8, -3.9, -1.9, 5.7, -2.0, 0.2, 1.3, -18.7
> O=C(CCS(=O)(=O)c1ccccc1)N1CCN(c2ccc(F)cc2)CC1
  -121.4, -47.2, -13.8, -62.5, 7.4, -91.7, 14.5, 1.4, -0.3, -37.2, -7.5
> COc1cccc(/C=N/N2CCN(c3ccccc3OC)CC2)c1
  -265.5, -110.8, -25.8, -45.0, -7.7, -164.2, -5.5, 5.3, 0.6, -52.0, 24.0

Individual results from above.
Result of `CCOC(=O)C1CCCN(S(=O)(=O)c2ccc(NC(C)=O)cc2)C1` (stereo unspecified) under KKLEB cytotox: -1.5
Result of `CCOC(=O)N1CCN(Cc2nc3c(c(=O)n(C)c(=O)n3C)n2Cc2cccc(C)c2)CC1` under Shn3 3UTR inh: 1.8

(cont.)
Each structure is followed by: Peg3 promoter, MITF TRPM1 inh, EBV LMP1 NFkB, NR2E3 ag-2, C8 TRAIL sens, HIF-2a inh, KKLEB cytotox, NR2E3 ag-1, hiPSC survival, Shn3 3UTR inh, CF NFkB inh
> CCn1c(SCC(=O)N2CCCCCC2)nc2c(c1=O)SCC2
  10.4, 7.1, 9.6, 2.5, -17.8, 12.6, 3.1, 0.2, 2.4, 6.8, 7.7
> CN1C(=O)[C@H]2[C@@H](/C=C/c3ccccc3)N3C(=O)CN(Cc4ccccn4)C(=O)[C@@]3(Cc3ccccc3)[C@H]2C1=O
  -3.0, -15.7, 9.0, 7.3, -6.1, 8.7, -1.3, x, 3.1, -23.1, -2.8
> O=C(N/N=C1\CCCc2ccccc21)c1ccccc1Cl
  -190.1, -68.3, -26.4, -29.5, -3.1, -230.1, 0.9, 1.7, 1.6, -43.6, 9.7
> CCOC(=O)[C@@H]1[C@H]2COc3cc(OC)ccc3[C@H]2N2C(=O)N(c3ccc(Br)cc3)C(=O)[C@]12C
  10.4, -0.7, 12.6, 5.5, -13.3, 18.4, 16.3, x, 0.0, 22.8, -25.9
> CSc1cc(-c2ccncc2)nc(-c2ccc(Cl)cc2)c1
  23.7, -12.7, -4.0, 6.0, 22.0, -10.8, -13.3, 0.8, 0.6, -16.4, 2.0

Source: PubChem BioAssay (several laboratories)
